# GAA glycogen – GAA glycogen-cleavage inhibition or activation. recombinant GAA, glycogen substrate, Amplex Red glucose oxidase fluorescence. Potency, µM (doses to about 76.4 µM), without a hit: at the top dose activity change, negative = inhibition, hits mostly inhibitors. 0.38% of 300,000 active; active = well fitted inhibition curve with a large enough effect; inconclusive = small, poorly fitted or top-dose-only effect, or another doubt; inactive = no such curve, though single readings can be large or run the other way;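 also: 0% = full enzyme reaction and -100% = no-enzyme basal signal; the screen sought inhibitors and activators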
#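 qHTS, 1536-well; enzyme 4 nM final; cpd up to 77 uM; substrate bovine liver glycogen 30 ug; 50 mM citrate/phosphate pH 5.0, 0.01% Tween-20; 37 C, 40 min; Amplex Red detection 45 min RT; Hill fit → AC50.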
# Starred values were filed as active, the others as inactive; u = inconclusive; [ ] = dose if it differs, or a comment. Potency is read from the fitted curve at half-maximal effect. The list is partial. The share of hits here may be higher or lower than overall.
SMILES,GAA glycogen
Cc1cccc(OC(C)C(=O)Nc2nonc2-c2ccc(Br)cc2)c1C (configuration not stated),-8%[76.3 µM]
O=C(CSc1n[nH]c(-c2cccnc2)n1)Nc1ccc(Cl)cc1,4%
O=C1CCCN1CC(=O)N1CCCC(N2CCN(c3cccc(Cl)c3)CC2)C1 (configuration not stated),1%[76.3 µM]
CC(C)(C)c1cc(N2CCOCC2)n2ncc(-c3ccccc3)c2n1,3%
CCOC(=O)C1CCN(C2=NC(=O)/C(=C/c3ccc(O)cc3)S2)CC1,1%
CC(=O)c1ccc(NC(=O)/C(=C\c2ccc(F)cc2)NC(=O)c2ccco2)cc1,1%
Cc1ccc(-c2nc3c(c(SCc4ccc(Br)cc4)n2)Cc2c(CO)cnc(C)c2O3)cc1,14%[76.3 µM]
Cn1c(=O)n(C/C=C/c2ccccc2)c(=O)c2c1nc1n2CCN1c1ccccc1,-10%[76.3 µM]
CC(C)(C)OC(=O)NCCCC[C@H](NC(=O)c1nc[nH]c1C(=O)NCC(=O)OCc1ccccc1)C(=O)OC(C)(C)C,-10%[76.3 µM]
CC(NC(=O)CCNS(=O)(=O)c1cccc2nonc12)c1ccccc1 (configuration not stated),-4%[76.3 µM]
O=C(CCCn1c(=O)c2cccn2c2ccccc21)NCCc1ccc(Cl)cc1,10%[76.3 µM]
CC(=O)c1ccc(C(=O)N(CCCN(C)C)c2nc3c(C)c(C)ccc3s2)cc1,6%[76.3 µM]
O=C(c1cccs1)N1CCN(c2cccc(Cl)c2)CC1,0%[76.3 µM]
O=C(O)[C@@H]1CCCN1C(=O)CCc1c[nH]c2ccccc12,0%
CC(C)c1noc(-c2ccccc2OCC(=O)Nc2ccc([N+](=O)[O-])cc2)n1,4%[76.3 µM]
Cc1c(Cl)cccc1NC(=O)CCN1CCN(C)CC1,5%[76.3 µM]
COCCn1c(SCC(=O)NC2CCCCC2)nnc1-c1ccncc1,-3%[76.3 µM]
CCOC(=O)C1CCN(C(=O)C2CCN(C(=O)c3ccc([N+](=O)[O-])cc3)CC2)CC1,-10%[76.3 µM]
COc1ccccc1NC(=O)C1CC(O)CN1C(=O)Oc1ccccc1 (configuration not stated),4%
COC(=O)CC1C(=O)NCCN1C(=O)c1c(F)cccc1F (configuration not stated),-1%
O=C(NC1CCC(=O)N(CCOc2ccccc2)CC1)OCc1ccccc1 (configuration not stated),12%[76.3 µM]
CN1C(=O)NC(c2cccc([N+](=O)[O-])c2)C2=C1CC(C)(C)CC2=O (configuration not stated),-1%
COC(=O)c1ccc(CS(=O)(=O)c2ccc(F)cc2)o1,-14%
COc1ccc(C(=O)O)cc1S(=O)(=O)Nc1ccccc1Cc1ccccc1,-3%[76.3 µM]
O=C(Nc1ccccc1)OCCOc1ccc(Br)cc1,3%[76.3 µM]
COc1cccc(CNC(=O)CCS(=O)(=O)c2ccc3c(c2)CC(C)N3C(=O)C2CC2)c1 (configuration not stated),-4%[76.3 µM]
CCCCN(CC)CCCNC(=O)c1ccc(CS(=O)(=O)c2c(Cl)cccc2Cl)o1,3%
Cc1noc(C(=O)Nc2cccnc2Cl)c1Cl,0%
CC(C)(C)N(Cc1ccccc1)C(=O)CN1C(=O)c2ccccc2C1=O,-2%
CC(C)COc1ccc(C(=O)Nc2ncn[nH]2)cc1,-4%[76.3 µM]
O=C(CC(=O)Nc1ccc(Br)cc1)Nc1ccc(Br)cc1,6%
O=C(N/N=C/c1cc([N+](=O)[O-])ccc1O)c1ccc(COc2ccc3c(c2)CCC3)o1,1%[76.3 µM]
Cc1cc(C)c2cc(C#N)c(N3CCCN(C(=S)NCCCN(C)C)CC3)nc2c1,3%
COc1cccc(C(N)=O)c1OC(=O)Cc1ccccc1F,3%
COC(=O)Nc1ccc2c(c1)Nc1ccccc1CC2,-25%[76.3 µM]
COc1ccc(CNC(=O)C[C@H]2C(=O)N(c3ccccc3)C[C@@H]2Cc2ccccc2)cc1,-8%[76.3 µM]
Cc1ccc(C(=O)CCS(=O)(=O)c2ccc(Br)cc2)cc1,1%[76.3 µM]
COc1ccc(CNS(=O)(=O)c2ccc(S(=O)(=O)NC3CC3)cc2)cc1,12%[76.3 µM]
O=C(NCc1cccc(Cl)c1)c1ccc(CS(=O)Cc2ccc(Cl)cc2)o1 (configuration not stated),-7%[76.3 µM]
COc1ccccc1NC(=O)CN1C(=O)COc2ccc(S(=O)(=O)N3CCOCC3)cc21,-8%[76.3 µM]
NC(=O)NC(=O)CN1C(=O)NC(c2ccccc2)(c2ccccc2)C1=O,-10%[76.3 µM]
Cc1ccc(N(C)C(=O)CCNC(=O)Cn2cnc3ccccc3c2=O)cc1C,0%
COc1ccc(/C=N/NC(=O)c2ccn[nH]2)cc1CSc1ccccn1,1%[76.3 µM]
Cc1cc(NC(=O)CCC(=O)N(Cc2ccco2)C2(C(=O)NC3CCCCC3)CCCC(C)C2)no1 (configuration not stated),11%
COc1ccc(-c2cc(C(=O)Nc3c(C(=O)c4ccc(C)c(F)c4)oc4ccccc34)no2)cc1,-7%[76.3 µM]
Cc1[nH]c2ccc(C(=O)N3CCN(Cc4ccccc4)CC3)cc2c1C,-2%
CCOc1ccc(NS(=O)(=O)c2ccc(C(=O)NCCCN3CCCC3=O)cc2)cc1,-2%[76.3 µM]
COc1ccccc1N1CCN(C(=O)c2ccc(Cl)c(S(=O)(=O)N3CCOCC3)c2)CC1,-5%[76.3 µM]
CN1C(=O)/C(=C/c2cn(CC(=O)N3CCCCC3)c3ccccc23)NC1=S,-6%[76.3 µM]
COc1cccc(-c2nc(NCc3ccccc3)c3ccccc3n2)c1O,6%

# The list goes on:
SMILES,GAA glycogen
CCOC(=O)c1c(NC(=O)CN2CCN(C(=O)c3ccco3)CC2)sc(C)c1C,-4%[76.3 µM]
CCOc1ccc(S(=O)(=O)N2CCC(C(=O)NCc3ccco3)CC2)cc1,1%[76.3 µM]
Cc1ccccc1N(C(=O)c1snc(C(N)=O)c1N)C(C(=O)NCC1CCCO1)c1ccc(N(C)C)cc1 (configuration not stated),-1%
COc1ccc(OC)c(NC(=O)CN(C)S(=O)(=O)c2ccc3[nH]c4c(c3c2)CCCC4)c1,u
C#Cc1cccc(-n2nnc(C(=O)OC)c2-c2ccccc2)c1,1%
CCc1ccc2oc(C(=O)N3CCN(c4ccccc4OC)CC3)cc(=O)c2c1,-3%
CC(C)(C)OC(=O)N1CCC(CC2CC(c3cccc(Br)c3)=NO2)(C(=O)NCC2CCCCC2)CC1 (configuration not stated),-12%[76.3 µM]
COc1ccc(CC(=O)Nc2ccncc2Cl)cc1,-3%[76.3 µM]
COc1ccccc1C#Cc1ccc2c(=O)c3ccccc3n(C)c2c1,-8%[76.3 µM]
CCOC(=O)c1c(C)n(-c2ccccc2)c2ccc(OCCN(C)C)cc12,-3%

# An excerpt from above in order of SMILES length, ascending.
SMILES,GAA glycogen
C#Cc1cccc(-n2nnc(C(=O)OC)c2-c2ccccc2)c1,1%
COc1cccc(-c2nc(NCc3ccccc3)c3ccccc3n2)c1O,6%
Cc1[nH]c2ccc(C(=O)N3CCN(Cc4ccccc4)CC3)cc2c1C,-2%
CCOC(=O)c1c(C)n(-c2ccccc2)c2ccc(OCCN(C)C)cc12,-3%
CCOc1ccc(S(=O)(=O)N2CCC(C(=O)NCc3ccco3)CC2)cc1,1%[76.3 µM]
CCc1ccc2oc(C(=O)N3CCN(c4ccccc4OC)CC3)cc(=O)c2c1,-3%
CN1C(=O)/C(=C/c2cn(CC(=O)N3CCCCC3)c3ccccc23)NC1=S,-6%[76.3 µM]
CCOC(=O)c1c(NC(=O)CN2CCN(C(=O)c3ccco3)CC2)sc(C)c1C,-4%[76.3 µM]
CCOc1ccc(NS(=O)(=O)c2ccc(C(=O)NCCCN3CCCC3=O)cc2)cc1,-2%[76.3 µM]
COc1ccccc1N1CCN(C(=O)c2ccc(Cl)c(S(=O)(=O)N3CCOCC3)c2)CC1,-5%[76.3 µM]
Cc1cc(NC(=O)CCC(=O)N(Cc2ccco2)C2(C(=O)NC3CCCCC3)CCCC(C)C2)no1 (configuration not stated),11%
COc1ccc(-c2cc(C(=O)Nc3c(C(=O)c4ccc(C)c(F)c4)oc4ccccc34)no2)cc1,-7%[76.3 µM]
CC(C)(C)OC(=O)N1CCC(CC2CC(c3cccc(Br)c3)=NO2)(C(=O)NCC2CCCCC2)CC1 (configuration not stated),-12%[76.3 µM]
Cc1ccccc1N(C(=O)c1snc(C(N)=O)c1N)C(C(=O)NCC1CCCO1)c1ccc(N(C)C)cc1 (configuration not stated),-1%

# Ordered by length of the SMILES (descending): 3 of the compounds above
SMILES,GAA glycogen
CN1C(=O)NC(c2cccc([N+](=O)[O-])c2)C2=C1CC(C)(C)CC2=O (configuration not stated),-1%
Cc1c(Cl)cccc1NC(=O)CCN1CCN(C)CC1,5%[76.3 µM]
Cc1noc(C(=O)Nc2cccnc2Cl)c1Cl,0%

# Other results follow:
SMILES,GAA glycogen
COc1ccccc1CNC(=O)c1ccc2c(c1)sc1nc(-c3ccc(F)cc3)cn12,3%[76.3 µM]
CC(C)c1nc(C(=O)N2CCCC(N3CCN(c4cccc(Cl)c4)CC3)C2)cs1 (configuration not stated),5%[76.3 µM]
Cc1ccc(N2C(=O)N3[C@H]4c5ccccc5OC[C@@H]4[C@@H](c4ccccc4)[C@@]3(C)C2=O)cc1,1%[76.3 µM]
CCOC(=O)/C(=N\Nc1ncnc2ccccc12)c1ccc(C)cc1,-4%
CCN(CC(=O)Nc1ccc(NC(C)=O)cc1)C(=O)Cc1c(Cl)cccc1Cl,-5%[76.3 µM]
CCOc1cccc(N(C(=O)c2ccco2)C(C(=O)NC2CCCC2)c2cccnc2)c1 (configuration not stated),2%
O=C(O)c1cccc(-c2ccc(/C=C3/SC(=Nc4ccccc4)N(Cc4cccnc4)C3=O)o2)c1,-8%
COc1ccc(C2c3cc(OC)c(OC)cc3CCN2C(=O)c2ccccc2Br)cc1OC (configuration not stated),2%[76.3 µM]
COC(=O)c1ccccc1NC(=O)c1sc(Cl)nc1C,0%[76.3 µM]
Cc1ccc(S(=O)(=O)N2CCN(C(=O)c3ccco3)CC2)c(C)c1,-1%
N#C/C(=C\c1ccc(OCCN2CCOCC2)cc1)C(=O)Nc1ccccc1,-2%[76.3 µM]
Cc1ccccc1-c1nc(CN2CCC(C(=O)NC3CCCCC3)CC2)c(C)o1,12%[76.3 µM]
Cc1ccc(-c2ccc(=O)n(C(C)C(=O)Nc3ccccc3Cl)n2)cc1C (configuration not stated),11%[76.3 µM]
COc1cccc(CNC(=O)Cn2cc([N+](=O)[O-])cn2)c1,5%[76.3 µM]
CCN(CC)CCN(C(=O)c1ccc2ncsc2c1)c1nc2cc3c(cc2s1)OCO3,-2%[76.3 µM]
CCCOc1cccc(C2C(C(=O)c3ccc(C)o3)=C(O)C(=O)N2CCN2CCOCC2)c1 (configuration not stated),-3%[76.3 µM]
Nc1ccccc1OCCOc1ccccc1N,-13%
CCOc1ccccc1CNC(=O)c1nc(-c2ccc(Cl)cc2)n2c1CCCCC2,0%[76.3 µM]
O=c1[nH]c2ccccc2nc1-c1c[nH]c2ccccc12,2%
COc1ccc(-c2nn(CCC#N)cc2C(=O)Nc2ccccn2)cc1OC,-2%[76.3 µM]
CC1=NN(C(N)=S)C(=O)C1N=Nc1ccccc1Cl (configuration not stated),12%[76.3 µM]
Cc1c(Cc2ccccc2)c(=O)oc2cc(OCC(=O)N3CCC(C(N)=O)CC3)ccc12,-5%[76.3 µM]
Cc1cc(C(=O)Nc2ccc(Br)cc2)c2ccccc2n1,11%[76.3 µM]
CC1CCN(CC(O)COc2ccc(OCC(O)CN3CCC(C)CC3)cc2)CC1 (configuration not stated),18%[76.3 µM]
Cc1nn(CC(=O)O)c(C)c1NC(=O)c1cccs1,-5%[76.3 µM]
COc1ccc(-n2nc3c(c2NC(=O)COc2ccccc2)CS(=O)C3)cc1 (configuration not stated),0%[76.3 µM]
COc1ccc(-c2noc(-c3ccc(N4CCCCC4)c([N+](=O)[O-])c3)n2)cc1,16%[76.3 µM]
CCC(=O)c1cn(CC(=O)Nc2cc(C)ccc2C)c2ccccc12,5%[76.3 µM]
COC(=O)c1ccc(CNS(=O)(=O)c2ccc3ccccc3c2)cc1,-4%[76.3 µM]
C/C(=N\NC(=O)c1ccc(N2CCCC2=O)cc1)c1ccc(O)cc1O,-8%[76.3 µM]
C=CCNC(=O)/C(=C\c1ccco1)NC(=O)c1ccco1,-20%[15.3 µM]
CCSc1nc(=O)c2c(n1C)NC(=O)CC2c1ccc(O)cc1OC (configuration not stated),-4%[76.3 µM]
CCC(C)[C@H](NC(=O)[C@H](Cc1ccccc1)n1c(=O)[nH]c2ccccc2c1=O)C(=O)N1CCC[C@@H]1C(=O)O (some centres not stated),14%[76.3 µM]
CCOc1ccc(Cl)cc1S(=O)(=O)N1CCC(C(=O)NCc2cccnc2)CC1,2%[76.3 µM]
CCCOc1ccccc1NS(=O)(=O)c1ccc2[nH]c(=O)[nH]c2c1,-5%[76.3 µM]
CN(C)CCN(Cc1ccccc1)C(=O)[C@H](Cc1ccccc1)N1C(=O)c2ccccc2C1=O,-1%
O=S1OCCN1c1ccccc1 (configuration not stated),5%[76.3 µM]
Cc1csc(SCC(=O)Nc2nncs2)n1,0%
Nc1ccc2nc(-c3cccc(-c4nc5ccc(N)cc5[nH]4)c3)[nH]c2c1,u
CN(Cc1ccccc1)S(=O)(=O)c1ccc(OCC(=O)NCc2ccccn2)cc1,1%
COc1ccc(C(=O)NC2CCN(CC(=O)NCc3ccccc3F)CC2)cc1,-2%
CC(C)CN1C(=O)c2ccc(C(=O)Nc3ccc(O)cc3C(=O)O)cc2C1=O,0%
Cc1nc2ccc(Br)cc2c(-c2ccccc2)c1C(=O)O,-3%
Cc1ccc(S(=O)(=O)NCCC(=O)Nc2cccc(S(N)(=O)=O)c2)cc1C,-2%[76.3 µM]
Cc1ccc(NC(=O)CSc2nnc(-c3cc(C)[nH]n3)n2N)cc1,-1%[76.3 µM]

# Screening data deposited in PubChem BioAssay by National Center for Advancing Translational Sciences (NCATS).
